# INS promoter inh = TRM-6 insulin promoter activity inhibition. TRM-6 cells (human fetal islet line), insulin promoter-eGFP reporter, imaging; reporter expression induced with tamoxifen. inhibition, % at 2 µM. hit rate 0.9% among 130,000. AID 1273;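 active = inhibition above the mean plus 3 SD, with well images judged a real hit on visual review, cut at about 60% in these data, passing the limit was not always enough; inconclusive = inhibition over the cutoff but images rejected on review; inactive = inhibition not above the cutoff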
# SDO1 yeast rescue = restores growth of sdo1-depleted yeast | hit rate 0.21% among 140,000 | S. cerevisiae sdo1-depleted JHY4D growth rescue, OD600 30 h; hits give high values; pdr5 snq2 efflux-pump mutant strain | z-score at 10 µM;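 active = z-score above 3 at both the 24 hr and the 30 hr optical density reads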;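 also: z-score against mean and SD of all compound wells on the same plate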
# SDO1 yeast rescue Rescue 24 h = also measured in SDO1 yeast rescue; calls as there; z-score; S. cerevisiae sdo1-depleted JHY4D growth rescue, OD600; measured here: growth rescue at 24 h;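 0 is the plate mean of compound wells and units are plate SD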
# * = called active by the depositor; ? = inconclusive; / = not tested or not shown; & = joins results of further samples; [ ] = another dose, or the depositor's remark. Some of the compounds tested. The share of hits here may be higher or lower than overall.
SMILES,INS promoter inh,SDO1 yeast rescue,SDO1 yeast rescue Rescue 24 h
O=C(c1ccc(F)cc1)C1CCN(C(=S)Nc2ccccc2)CC1,-7,-0.86,-1.3
Cc1sc2ncnc(Sc3ccccc3C(=O)Nc3ccccc3Cl)c2c1C,/,-0.79,-1.1
Cc1ccc(C2=CC(c3ccc(N(C)C)cc3)n3nnnc3N2)cc1 (stereo not given),/,-1.1,1.6
Cc1cccc(-n2[nH]c3c4c(ccc3c2=O)C(=O)c2ccccc2C4=O)c1,/,-0.71,-0.33
CCN1CCc2c(C#N)c(NCc3ccccc3)nc(NCCO)c2C1,-39,-0.62,-0.6
COC(=O)N1CC(c2ccccc2)CC1=O (stereo not given),38,1.5,1.5
Nc1nc(SCC(=O)c2ccc(Oc3ccccc3)cc2)n[nH]1,-8,-0.01,-0.26
O=C(CSC1=NCCN1)Nc1cccc([N+](=O)[O-])c1,-20,/,/
O=C(/C=C/c1ccco1)N/C(=C\c1ccco1)C(=O)NCCc1nc2ccccc2[nH]1,-21,-0.08,-0.46
COc1cc(/C=N/N=C2/C(=O)Nc3ccccc32)ccc1O,30,0.07,0.32
COc1ccc(-c2nn(CC(=O)N3CCCCC3)c(=O)c3ccccc23)cc1,32,0.77,0.34
CC(=O)Nc1cc2c(cc1NC(=O)Cn1nc(-c3ccccc3F)ccc1=O)OCCO2,12,2.1,2.4
COc1cc(OC)c(NC(=O)CCNS(=O)(=O)c2ccc3c(c2)oc(=O)n3C)cc1Cl,0,/,/
CC(C)Cn1nc(NC(=O)C2CCCO2)c2cc3ccccc3nc21 (stereo not given),?,-0.42,0.1
COc1ccc(/C(C#N)=C/c2c(-c3ccc(Cl)cc3)nc3c(C)cccn23)cc1,0,-0.58,-0.23
Cc1nn(S(=O)(=O)N2CCOCC2)c(C)c1Br,39,/,/
COc1ccc(CC(=O)Nc2nc(-c3ccncc3)cs2)cc1,-53,/,/
COc1ccc(CCNC(=O)Cn2c(=O)n(-c3cc(F)ccc3F)c(=O)c3sccc32)cc1OC,-36,/,/
COc1cccc(CNC(=O)c2ccc(S(=O)(=O)N3CCCC3)cc2)c1,7,0.29,-0.82
CCOC(=O)N1CCN(C(=O)CN(Cc2ccccc2)S(=O)(=O)c2ccc(OC)c(C)c2)CC1,-47,-1.7,-0.78
CCCCCCC(=O)NC(Nc1ccc(S(N)(=O)=O)cc1)C(Cl)(Cl)Cl (stereo not given),43,-0.22,-0.35
CC1CC2(CC(C)(C(=O)CSc3n[nH]c(-c4ccccc4Cl)n3)OC2=O)C(=O)O1 (stereo not given),-69,1.2,0.13
N#Cc1ccc(CNc2cnccn2)cc1,0,0.61,0.84
CCOC(=O)COc1ccc(S(=O)(=O)NCCC2=CCCCC2)cc1,-9,0.08,0.16
Cc1cccc2sc(NNC(=O)c3ccc(S(=O)(=O)N4CCc5ccccc5C4)cc3)nc12,71*,1.2,0.31
CCn1ncc(/C=N/NC(=O)c2cc(Cl)ccc2OC)c1C,14,0.24,0.1
O=C(NCc1ccco1)C(Cc1ccccc1)NS(=O)(=O)c1cccc2nsnc12 (stereo not given),/,-0.17,-0.53
Cc1cc(NC(=O)CCCN2C(=O)/C(=C\c3cccs3)SC2=S)no1,/,0,1.3
COc1cccc(C(=O)CN(C(=O)c2ccc(Cl)cc2Cl)N2C(=O)c3ccccc3C2=O)c1,19,-0.71,-0.48
CCc1ccc(C(=O)COC(=O)CNC(=O)COc2ccccc2)cc1,33,-0.29,-1.5

# No new results follow: entries from further up.
SMILES,INS promoter inh,SDO1 yeast rescue,SDO1 yeast rescue Rescue 24 h
Cc1nn(S(=O)(=O)N2CCOCC2)c(C)c1Br,39,/,/
COc1ccc(CC(=O)Nc2nc(-c3ccncc3)cs2)cc1,-53,/,/
COc1ccc(CCNC(=O)Cn2c(=O)n(-c3cc(F)ccc3F)c(=O)c3sccc32)cc1OC,-36,/,/
COc1cccc(CNC(=O)c2ccc(S(=O)(=O)N3CCCC3)cc2)c1,7,0.29,-0.82
CCOC(=O)N1CCN(C(=O)CN(Cc2ccccc2)S(=O)(=O)c2ccc(OC)c(C)c2)CC1,-47,-1.7,-0.78
CCCCCCC(=O)NC(Nc1ccc(S(N)(=O)=O)cc1)C(Cl)(Cl)Cl (stereo not given),43,-0.22,-0.35
CC1CC2(CC(C)(C(=O)CSc3n[nH]c(-c4ccccc4Cl)n3)OC2=O)C(=O)O1 (stereo not given),-69,1.2,0.13
N#Cc1ccc(CNc2cnccn2)cc1,0,0.61,0.84
CCOC(=O)COc1ccc(S(=O)(=O)NCCC2=CCCCC2)cc1,-9,0.08,0.16
Cc1cccc2sc(NNC(=O)c3ccc(S(=O)(=O)N4CCc5ccccc5C4)cc3)nc12,71*,1.2,0.31
CCn1ncc(/C=N/NC(=O)c2cc(Cl)ccc2OC)c1C,14,0.24,0.1
O=C(NCc1ccco1)C(Cc1ccccc1)NS(=O)(=O)c1cccc2nsnc12 (stereo not given),/,-0.17,-0.53
Cc1cc(NC(=O)CCCN2C(=O)/C(=C\c3cccs3)SC2=S)no1,/,0,1.3
COc1cccc(C(=O)CN(C(=O)c2ccc(Cl)cc2Cl)N2C(=O)c3ccccc3C2=O)c1,19,-0.71,-0.48
CCc1ccc(C(=O)COC(=O)CNC(=O)COc2ccccc2)cc1,33,-0.29,-1.5

# Further results.
SMILES,INS promoter inh,SDO1 yeast rescue,SDO1 yeast rescue Rescue 24 h
Cn1ncc(C#N)c1NC(=O)c1cc(-c2ccccc2Cl)on1,-29,1.1,0.69
O=C(O)c1cnn2c1NC(c1cccs1)CC2C(F)(F)F (stereo not given),/,1.4,1.4
COc1ccc(CNC(=O)C(C)c2ccc([N+](=O)[O-])cc2)cc1 (stereo not given),12,/,/
CC(C)N1C(=O)CCC1C(=O)NCc1cccs1 (stereo not given),0,/,/
CCc1nn2c(N)c(/C=C3\C=Nc4ccccc43)c(=O)nc2s1,-6,0.83,1.9
COc1ccc(CNc2nc(C)c([N+](=O)[O-])c(C)c2C#N)cc1,/,-0.8,-0.3
NNC(=O)Cn1c(COc2ccc(Cl)cc2)nc2ccccc21,-40,0.24,-0.01
COC(=O)Cc1ccc(NC(=S)Nc2ccc(N3CCOCC3)cc2)cc1,6,/,/
O=c1ccc(-c2ccccc2)n[nH]1,15,1.1,1.3
CC1Cc2ccccc2N1C(=O)CCN1C(=O)C2C3C=CC(C3)C2C1=O (stereo not given),-9,0.25,-0.13
CCCNS(=O)(=O)c1ccc(CCC(=O)NCC2CCCO2)cc1 (stereo not given),3,0.12,-0.15
COc1ccc(S(=O)(=O)N(CC(=O)Nc2cccnc2)c2ccccc2OC)cc1,-20,-0.66,-0.34
O=C1C2C3C=CC(CC3)C2C(=O)N1/N=C/c1ccc(O)cc1 (stereo not given),/,2.1,4.1
Cc1ccc(-c2noc(C3CCCN(S(=O)(=O)c4ccc(S(=O)(=O)N(C)C)cc4)C3)n2)o1 (stereo not given),26,0.17,1.7
COc1ccc(/C=C2\OC(=O)c3c(OC)cccc32)cc1OC,/,-0.89,-0.51
Clc1ccc2c(c1)C(c1cccs1)=NNC(c1cccnc1)=N2,-61,-1.1,-1.2
CC(C(=O)O)N1C(=O)CSc2ncccc21 (stereo not given),-93,0.32,-0.35
CCOc1ccc(-c2nc(-c3cccnc3)no2)cc1OCC,/,-0.33,-0.25
O=C(CN1C(=O)CCC1=O)Nc1ccc(S(=O)(=O)N2CCOCC2)cc1,/,0.35[8.7 µM],-0.3
O=C1C=C(c2ccccc2)OC(=O)C1C(=O)c1ccccc1 (stereo not given),60,-0.01,0.17
O=c1cc(NS(=O)(=O)c2ccccc2)nc(SCc2c(Cl)cccc2Cl)[nH]1,41,-1.1,-1.2
O=C(Nc1ccc(Cl)cn1)C1CC1,20,/,/
CCOC(=O)N1CCN(Cc2nc(N)nc(Nc3ccc(Oc4ccccc4)cc3)n2)CC1,41,-0.77,-0.83
COc1cc2c(C(=O)NCc3ccc4c(c3)OCO4)cn(CC(C)C)c(=O)c2cc1OC,/,-0.58,0.73
CC(C)n1c(Nc2ccccc2)nc2ccccc21,-4,0.65,-0.28
CCOc1ccc(-n2nnc3c(=O)n(C/C=C/c4ccccc4)cnc32)cc1,/,-0.23,2.5
COc1ccc(CSc2nc(CSC)cc(N3CCOCC3)n2)cc1,52,0.02,0.02
COC(=O)COc1ccc(S(=O)(=O)N2CCN(c3ccccc3F)CC2)cc1,/,-0.24,-0.29
CSc1nc(N(CCO)CCO)c2sc3nc(-c4ccco4)c4c(c3c2n1)CCC4,0,-1.2,-1
Cc1cccc(C(=O)N2CCC(c3nc(-c4ccc(S(=O)(=O)N5CCOCC5)cc4)no3)CC2)c1,10,-0.83,-1.4
CCOC(=O)c1cnc(-n2nc(C)cc2C)nc1-n1nc(C)cc1C,-77,-0.8,-0.8
Cc1ccccc1NC(=O)CSc1nc2c(c(-c3ccco3)c1C#N)CCCC2,-17,-0.34,1.1
Cc1ccc(OCC(=O)NN2C(=O)c3ccccc3C2=O)cc1,5,/,/
O=C(NC1CCCC1)c1cc(S(=O)(=O)N2CCOCC2)c(Cl)cc1Cl,-18,/,/
CCN1CCCC1CNC(=O)c1ccc2c(=O)n(CCOC)c(=O)[nH]c2c1 (stereo not given),/,0.43,0.07
c1ccc(-c2nc3ccccc3nc2-c2ccccn2)nc1,-54,0.57,0
Nc1ccccc1S(=O)(=O)c1ccccc1N,?,0.53,0.19
O=C(NCCN1CCN(c2ccccc2)CC1)C1CCCN(S(=O)(=O)c2cnc[nH]2)C1 (stereo not given),/,-0.1,-0.53
COc1cccc(-c2nnc3sc(C4CCCCC4)nn23)c1,-29,-1.4,-0.67
Cc1nc(SCC(=O)Nc2c(C)n(C)n(-c3ccccc3)c2=O)nc(C)c1C,12,0.25,0.62
Cc1noc(NS(=O)(=O)c2ccc(NC(=O)COc3ccccc3)cc2)c1C,-12,-0.4,-1.5
CCOC(=O)c1[nH]c(C)c(C(=O)Nc2ccccc2F)c1C,16,1.1,1.5
COc1ccc(CCNC(=O)c2cccnc2SC)cc1,8,/,/
O=C(NCc1ccccc1)N1CCN(c2ccc(F)cc2)CC1,-7,0.71,0.38
O=S(=O)(c1ccccc1)c1nc(NCc2ccccc2)sc1Cl,19,-0.85,-0.28
O=c1[nH]c2ccccc2n1C1=CCCC1,/,0.99,1.8
Cc1ccc(-c2nc(CSCC(=O)Nc3cc(C)on3)c(C)o2)cc1,/,0.6,0.11
C=CCNC(=O)c1onc(CSc2ccc(F)cc2)c1C(=O)O,22,0.02,-0.24
COc1ccc(C(=O)C(C)Oc2cccc(NC(=O)c3cccc([N+](=O)[O-])c3)c2)cc1 (stereo not given),24,-0.66,-0.65
Cc1cccc(-n2ncc3c(Nc4c(C)n(C)n(-c5ccccc5)c4=O)ncnc32)c1,100*,1.6,1.1
CCN(CCCNC(=O)CN1C(=O)COc2ccccc21)c1ccccc1,/,-0.15,-0.59
COc1cccc(CNCCc2c[nH]c3ccccc23)c1OCc1ccccc1F,/,-2.4&-1.9,-1.7&-0.52
COc1ccc2nc(SCC(=O)Nc3ccc(S(=O)(=O)Nc4nccc(C)n4)cc3)[nH]c2c1,11,0.53,-0.3
CC(C)(C)NC(=O)CSc1nnc(CN2CCCCCC2=O)n1-c1ccccn1,/,1,1.2
O=C(CN1C(=O)NC2(CCCCCCC2)C1=O)NC1CCCc2ccccc21 (stereo not given),/,0.99,0.27
CC(C)CC(=O)OCC(=O)Nc1ccccc1Sc1ccccc1,23,0.57,0.15
CN1CCN(CC(=O)N(C)c2nc(-c3ccccc3)cs2)CC1,7,-0.07,-0.78
Cc1cc(NC(=O)CSc2nc(C3CC3)nc3sc4c(c23)CCC(C)C4)no1 (stereo not given),-3,/,/
COC(=O)c1c(NC(=O)CC2Sc3ccc(C(F)(F)F)cc3NC2=O)sc(C)c1C (stereo not given),-44,-0.43,0.05
Cc1c(C(=O)NCc2cccnc2)oc2ccc(S(=O)(=O)N3CCCCCC3)cc12,-19,-0.89,-0.72
# Following part.
SMILES,INS promoter inh,SDO1 yeast rescue,SDO1 yeast rescue Rescue 24 h
N#Cc1ccc(NC(=O)COC(=O)C2=COCCO2)cc1,-15,0.02,-1.1
CC(C)CCn1c(=S)[nH]c2ncccc2c1=O,50,-0.71,-1
CC(C)NC(=O)C1CCCN(S(C)(=O)=O)C1 (stereo not given),13,2.1,3.6
Cc1ncc(CO)c2c1OC(C)(C)OC2,/,0.39,0.39
COc1ccc(CCNC(=O)COC(=O)c2cc(OC)c(OC)cc2OC)cc1,20,/,/
Cc1ccccc1NC(=O)Nc1ccccc1Br,54,-0.4,-0.25
COC(=O)/C(=C\Nc1ccc(Cl)cc1Cl)NC(=O)c1ccc(Cl)cc1Cl,/,-1.1,1.2
CCCc1cc(=O)[nH]c(SCC(=O)NC2CCCCC2)n1,-16,1,1.2
Cc1cc(OC(=O)c2ccccc2)c([N+](=O)[O-])c(=O)[nH]1,-38,/,/
CCn1c(C)nc2cc(C(=O)NNC(=S)Nc3ccccc3Cl)ccc21,/,1.3,1.3
CCOC(=O)c1c(/N=C/c2ccc(C)cc2O)sc2c1CCC2,/,0.67,1.6
COc1cccc(-c2nc(N3CCC(C)CC3)c3ccccc3n2)c1O,/,-1.6,-0.34
COn1c(=O)c(-c2ccc(Cl)cc2)[n+]([O-])c2ccccc21,51,-0.7,-1.2
COCc1cc(/C=N\NC(=O)COc2ccccc2)ccc1OC,/,1.2,0.78
Cc1cc(=O)oc2cc3c(cc12)OCCN3,/,0.09,-0.03
Cc1ccc(C)c(-n2c(SCC(=O)Nc3nonc3C)nnc2-c2ccoc2C)c1,/,-0.84,-0.84
Cc1ccc(OCC(=O)N(Cc2ccc(N(C)C)cc2)C2CCS(=O)(=O)C2)cc1 (stereo not given),/,-0.41,-1.1

# Screens (PubChem)
